# Spn DPM-DC inh: S. pneumoniae DPM-DC inhibitors, primary screen, biochemical, PK/LDH-coupled NADH fluorescence; calls only at 10 µM; purified DPM-DC; hit rate 0.49% among 65,000;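 active means the 320 compounds with the highest percent inhibition in the single-dose primary screen, excluding strongly autofluorescent ones, cut at about 32% in these data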;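 further: kinetic rate of NADH fluorescence loss reporting ADP formed by the decarboxylase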
# HPDE-C7 cytotoxicity: cytotoxicity in HPDE-C7 cells, cell-based, fluorescence, HTS (AID 430). HPDE-C7 pancreatic duct cells viability, fluorescence; higher % means a stronger effect. cytotoxicity, % at 10 µM, or EC50 in µM where a hit was titrated. hit rate 1.8% among 63,000;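 further: cells exposed to compound for 48 hours before viability readout; 0% = vehicle and 100% = reference cytotoxic drug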
# LYP inhibition: LYP phosphatase inhibitors, primary screen, biochemical, DiFMUP fluorescence, recombinant catalytic domain, 10 µM (AID 606) | Tyrosine-protein phosphatase non-receptor type 22 (Homo sapiens) | recombinant LYP catalytic domain, DiFMUP fluorescence; higher % means a stronger effect | inhibition, % at 10 µM; hits with a dose series show IC50 in µM | 52,000 tested, under 10 active;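 active means IC50 under 40 µM in the dose-response test; inactive means IC50 of 40 µM or more, or never dose-tested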
# HT1080 viability: cytotoxicity in HT1080 fibrosarcoma cells, cell-based, fluorescence readout (AID 620) | HT1080 viability, fluorescence; higher % means a stronger effect | one-dose cytotoxicity, % at 10 µM; EC50 in µM for titrated hits | hit rate 0.42% among 87,000;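 further: cells exposed to compound overnight then 4 h with Alamar Blue; 0% = vehicle DMSO and 100% = killing control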
# KRASV12 cytotoxicity: cytotoxicity in KRAS-transformed pancreatic duct cells, primary screen, cell-based, fluorescence, HTS (AID 431); HPDE-C7K KRASV12 cells, Alamar Blue viability, 48 h; higher % means a stronger effect; cytotoxicity, % at 10 µM; hits with a dose series show EC50 in µM; hit rate 1.7% among 63,000;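 active means compounds whose percent cytotoxicity in the single-dose primary screen, scaled between solvent and toxic-drug controls, exceeds 50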;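 further: 0% = DMSO solvent wells and 100% = doxorubicin-treated wells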
# Spn MK inh: S. pneumoniae MK inhibitors, primary screen, biochemical, PK/LDH-coupled NADH absorbance | purified MK, PK/LDH-coupled NADH absorbance 340 nm | hit rate 0.48% among 65,000 | inhibition, % at 10 µM | mevalonate kinase [Streptococcus pneumoniae D39];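 active means ranked among the strongest by inhibition in the single 10 µM screen, a fixed top-ranked set picked for dose follow-up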; further: no value below 0 was filed
# PMK inhibit: S. pneumoniae PMK inhibitors, primary screen, biochemical, mevalonate pathway, pilot trial included; phosphomevalonate kinase (Streptococcus pneumoniae D39); hit rate 0.49% among 65,000; inhibition, % at 10 µM; AID 539, 2006; purified PMK, PK/LDH-coupled NADH absorbance 340 nm;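 active means top-ranked compounds by inhibition in the single 10 µM screen, taking a fixed number of the strongest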;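 further: 0% = full reaction with DMSO carrier and 100% = background rate without enzyme reaction; no value below 0 was filed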
# Bfl-1 inhibitors: Bfl-1 inhibitors, primary screen, biochemical, fluorescence polarization, FITC-Bid, mouse (AID 432); Bcl-2-related protein A1 (Mus musculus); FITC-Bid BH3 peptide fluorescence polarization displacement; higher % means a stronger effect; displacement, % at 20 µM; hits with a dose series show IC50 in µM; hit rate 0.02% among 64,000; in the data active means a potency from the dose series; inactive means the rest, 99 in 100 with displacement below about 15%; further: strong numbers were not always called active
# Alkaline phosphatase: human TNAP enzyme inhibitors, biochemical, luminescent (AID 518). Alkaline phosphatase, tissue-nonspecific isozyme (Homo sapiens). purified TNAP enzyme, luminescent substrate readout; higher % means a stronger effect. one-dose inhibition, % at 20 µM; IC50 in µM for titrated hits. hit rate 0.09% among 64,000; in the data active means a potency from the dose series; inactive means the rest, 99 in 100 with inhibition below about 22%;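 further: plate controls were vehicle for no effect and reference inhibitor for full effect; many of its hits are not listed in these tables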
# PMK inhibit pilot replicates: further read-out of PMK inhibit, marked with its call; inhibition, %; measured here: pilot screen replicates
# Spn MK inh pilot replicates: second read-out of Spn MK inh, no call of its own (marks repeat the call); inhibition, %; measured here: pilot screen replicates
# Spn DPM-DC inh pilot screen %: second read-out of Spn DPM-DC inh, no call of its own (marks repeat the call); inhibition, %; measured here: pilot screen trials
# Starred values were filed as active, the others as inactive; i = inactive; · = no result given; + = active, no number. Unless noted, no stated cut-off is given here; in the data, active means cytotoxicity above about 50%; inactive means the rest.
SMILES,Spn DPM-DC inh,HPDE-C7 cytotoxicity,LYP inhibition,HT1080 viability,KRASV12 cytotoxicity,Spn MK inh,PMK inhibit,Bfl-1 inhibitors,Alkaline phosphatase,others
Cc1nonc1NC(=O)OCCN1CCOC1=O,i,-8%,·,·,-19%,0,7,-5%,8%,
COc1ccc(-c2nnnn2CCc2ccccc2)cc1,i,-7%,3%,-6%,-2%,11,1,-1%,10%,
CCCn1c(N2CCN(CC(=O)NCc3cccs3)CC2)nc2ccccc21,i,-4%,5%,8%,7%,3,10,4%,7%,PMK inhibit pilot replicates=7.0;Spn MK inh pilot replicates=2.5;Spn DPM-DC inh pilot screen %=3.5
CC(=O)c1cccc(NC(=O)CN(c2ccc(F)cc2)S(C)(=O)=O)c1,i,-5%,8%,5%,-14%,5,15,-2%,12%,
Cc1ccnc(NC(=O)c2c(O)c3ccccc3n(C)c2=O)c1,i,8%,·,4%,5%,6,0,6%,14%,
COc1ccc(OC)c(NC(=O)CN2C(=O)C3(OCCCO3)c3ccccc32)c1,i,-2%,4%,2%,6%,2,11,-2%,6%,
C=C(Br)Cn1c(CCCC)nc2ccccc21,i,3%,8%,-16%,-9%,6,1,-3%,8%,
CCc1ccc(NC(=O)C2CC(=O)N(C(C)C)C2)cc1 (stereo not drawn),i,-5%,8%,0%,1%,0,17,0%,12%,PMK inhibit pilot replicates=0.0;Spn MK inh pilot replicates=1.0;Spn DPM-DC inh pilot screen %=1.5
COP(C)(=O)c1c(C)nn(-c2ccccc2)c1C (stereo not drawn),i,4%,-4%,20%,3%,11,0,4%,16%,PMK inhibit pilot replicates=3.0;Spn MK inh pilot replicates=0.0;Spn DPM-DC inh pilot screen %=0.0
CC(=O)c1c(C(C)=O)c(C)n(-c2nc(-c3ccccc3)c(C)s2)c1C,i,-20%,18%,0%,-4%,7,0,-9%,10%,
CCN(CC)c1ccc(NC(=O)C(C)C)cc1,i,-7%,-9%,-7%,-9%,3,8,-6%,3%,
COc1ccc(Cn2c(O)cc(=O)[nH]c2=O)cc1,i,-10%,-9%,10%,-9%,0,5,4%,10%,
O=c1[nH]c(C(F)(F)F)nc2ccccc12,i,-22%,·,-10%,-19%,0,11,-4%,1%,
O=C(CSc1nnc(Cc2ccccc2)o1)N1CCOCC1,i,5%,-27%,-7%,-8%,8,0,2%,10%,
CCOc1ccc(/C(O)=C2/C(=O)C(=O)N(CCOCCO)C2c2ccccn2)cc1 (stereo not drawn),i,-14%,·,-11%,-14%,14,8,-4%,16%,
CC1CCCCC1NC(=O)CSc1nnnn1-c1ccccc1 (stereo not drawn),i,-4%,3%,4%,4%,4,0,-8%,14%,
COc1cc(C2CC(=O)N3CN(Cc4ccco4)CSC3=C2C#N)ccc1OCc1ccccc1 (stereo not drawn),i,4%,8%,-8%,6%,9,0,3%,8%,
COCC(=O)Nc1nc(-c2ccccc2)c(C)s1,i,0%,9%,-2%,5%,14,0,1%,10%,
O=C(CN(Cc1cccs1)C(=O)CNS(=O)(=O)c1ccccc1)NCc1ccco1,i,2%,-5%,1%,-3%,7,11,10%,22%,PMK inhibit pilot replicates=3.5;Spn MK inh pilot replicates=11;Spn DPM-DC inh pilot screen %=5.5
Cn1c(SCC(=O)NC2CCCC2)nnc1-c1ccc(S(=O)(=O)N2CCOCC2)cc1,i,-4%,-4%,4%,-9%,4,7,5%,12%,
CCn1ccc(C(=O)Nc2ccc(N(C)C(C)=O)cc2)n1,i,-10%,2%,2%,7%,6,7,-5%,5%,
Cc1ccc(-c2noc(CN3C(C)CCCC3C)n2)cc1 (stereo not drawn),i,-15%,5%,-3%,-6%,11,15,2%,11%,PMK inhibit pilot replicates=5.5;Spn MK inh pilot replicates=4.5;Spn DPM-DC inh pilot screen %=2.0
Cc1oc2c(C)c3oc(=O)c4c(c3cc2c1C)CCCC4,i,-5%,-13%,-5%,-4%,5,2,-4%,0%,
Cc1ccccc1OCc1nnc2c3cnn(C)c3ncn12,i,1%,9%,2%,-2%,1,6,-5%,34%,
CC(C)CC(=O)NCC(C)NC(=O)CC(C)C (stereo not drawn),+,-13%,20%,-4%,-7%,8,10,-2%,14%,
O=C(c1ccco1)N1CCN(CC(=O)N2c3ccccc3CCc3ccccc32)CC1,i,-12%,4%,15%,-14%,8,0,-7%,9%,
CC(=O)c1c(C)[nH]c(C)c1C(C)=O,i,-9%,-13%,4%,-4%,7,0,-5%,10%,
CCC(C(=O)N1CCN(S(C)(=O)=O)CC1)c1ccccc1 (stereo not drawn),i,6%,8%,4%,2%,9,6,3%,7%,
CCCCCC(=O)Nc1ccc(N2CCN(S(C)(=O)=O)CC2)cc1,i,-10%,8%,-6%,-16%,11,1,-6%,5%,
CCOc1ccc(Nc2nc3c(c(=O)[nH]2)CCCC3)cc1,i,0%,9%,-2%,2%,8,0,-11%,3%,
Cc1cc(NCCCn2ccnc2)n2ncc(-c3ccccc3)c2n1,i,19%,6%,-5%,15%,13,15,-12%,-4%,
COc1cc(C2NC(=O)NC(c3ccccc3)=C2C(C)=O)ccc1OCC#N (stereo not drawn),i,-4%,14%,-3%,2%,1,3,-4%,6%,
CCCC(=O)Nc1ccccc1-c1nnc(SC)[nH]c1=O,i,-2%,10%,1%,0%,10,3,-7%,11%,
Clc1ccccc1CSc1ncccn1,i,-5%,3%,4%,-6%,9,6,-6%,13%,
CCOC(=O)C1CCN(C(=O)CCCOc2ccccc2)CC1,i,-8%,3%,·,-6%,5,0,-2%,7%,
COc1ccc(CNc2oc(-c3cccc4ccccc34)nc2C#N)cc1,·,25%,4%,25%,26%,0,4,3%,13%,PMK inhibit pilot replicates=0.0;Spn MK inh pilot replicates=0.0
CCOC(=O)C(C(C)=O)C(c1ccc(OC)cc1)C(C(C)=O)C(=O)OCC (stereo not drawn),i,0%,-1%,10%,-1%,2,11,2%,5%,
O=C(C1CCCCC1)N(Cc1ccccc1)c1ccccn1,i,-21%,-1%,-8%,-23%,4,6,-13%,6%,
CN(Cc1ccccc1)c1oc(COc2ccccc2F)nc1C#N,i,-10%,7%,4%,-12%,9,11,-2%,5%,
CCOC(=O)N1CCC(NC(=O)Cn2nc(-c3ccccc3)ccc2=O)CC1,i,-17%,-2%,3%,-6%,3,23,-2%,9%,
O=C(CCCSc1nc(-c2ccco2)cc(C(F)(F)F)n1)Nc1ccc2c(c1)OCO2,i,6%,·,-9%,8%,·,8,6%,18%,
Nc1nonc1C(=O)NCCNC(=O)c1cccs1,i,0%,1%,5%,14%,1,0,-2%,9%,
Cc1cccc(C)c1OCC(=O)NCc1nnc(SCC(=O)NC2CCCCC2C)n1C (stereo not drawn),i,-15%,-8%,9%,-10%,11,0,-1%,3%,
c1ccc2c(c1)CCN2CCN1CCc2ccccc21,i,-13%,13%,12%,1%,7,0,-3%,20%,
CC(=O)N1CCc2c(sc(NC(=O)C3CC3)c2-c2nc3ccccc3s2)C1,i,28%,-3%,-1%,21%,0,8,5%,8%,
Cc1cccc(OCC(=O)NCc2ccncc2)c1C,i,-8%,2%,-4%,3%,7,8,-2%,6%,
O=C(COc1ccc2ccccc2c1Br)N1CCOCC1,i,-10%,5%,4%,-30%,2,8,-10%,0%,
COc1ccc(CCNC(=O)c2ccc(CNc3c(N4CCOCC4)c(=O)c3=O)cc2)cc1OC,i,1%,-4%,-2%,-6%,1,20,-8%,6%,
C[C@@H]1CCC[C@H](C)N1NC(=O)c1ccc(Cl)c(S(N)(=O)=O)c1,i,-4%,10%,19%,2%,6,11,2%,7%,PMK inhibit pilot replicates=3.5;Spn MK inh pilot replicates=0.0;Spn DPM-DC inh pilot screen %=0.0
CCCCOCCCn1cnc2c([nH]c3cc(OC)ccc32)c1=O,i,-9%,17%,-8%,-1%,0,9,-5%,10%,
CN(Cc1c(O)ccc2c1oc(=O)c1ccccc12)C1CCCCC1,i,14%,·,5%,15%,50*,18,-2%,11%,
Cc1[nH]nc2cn[nH]c12,i,8%,-5%,2%,9%,10,0,6%,11%,
CN1CCN(CCCNC(=O)CCCOc2cc(=O)n(C)c3ccccc23)CC1,i,3%,6%,-10%,-6%,5,13,0%,7%,
CC1CCCC(C)N1C(=O)CSc1nnnn1Cc1ccccc1 (stereo not drawn),i,-13%,0%,-5%,-20%,0,16,-2%,15%,
C=CCSc1nnc2c(n1)OC(c1cccnc1)Nc1ccccc1-2 (stereo not drawn),i,-6%,·,-5%,-1%,10,15,-4%,4%,
CC(NC(=O)C(C)(C)C)c1nc2ccccc2n1C (stereo not drawn),i,-5%,4%,13%,-5%,17,0,1%,-1%,
Cc1cccc(OCC(=O)N2CCN(C(=O)Cc3ccccc3)CC2)c1,i,-8%,·,2%,-4%,6,0,-1%,3%,PMK inhibit pilot replicates=4.5;Spn MK inh pilot replicates=0.0;Spn DPM-DC inh pilot screen %=0.5
COc1ccc(CCn2nnnc2C(c2ccc(Cl)cc2)N2CCN(C)CC2)cc1OC (stereo not drawn),i,·,18%,2%,·,2,0,-10%,6%,
CCc1[nH]c(C)c(C(C)=O)c1C,i,60%*,·,-1%,66%*,3,1,-6%,4%,
CCN(CC)CCCNC(=O)c1cc(-c2ccc(Cl)cc2)on1,i,17%,14%,-10%,16%,2,14,2%,-2%,

# Remaining list, next part:
SMILES,Spn DPM-DC inh,HPDE-C7 cytotoxicity,LYP inhibition,HT1080 viability,KRASV12 cytotoxicity,Spn MK inh,PMK inhibit,Bfl-1 inhibitors,Alkaline phosphatase,others
CC(=O)Nc1ccc(-c2cn3cccnc3n2)cc1,·,-9%,7%,2%,5%,2,19,-1%,6%,
CC1CCCCN1C(=O)C12CCC(C)(C(=O)C1)C2(C)C (stereo not drawn),i,-11%,·,3%,-4%,9,0,1%,9%,
Cc1nc2ncnn2c(C)c1CCC(=O)NC(C)c1ccc2c(c1)OCCO2 (stereo not drawn),i,-18%,-1%,2%,-13%,3,13,0%,6%,
COc1ccccc1NC(=O)CSc1nc(N)cc(N)n1,i,7%,10%,9%,5%,8,3,-4%,10%,
CCOC(=O)CSC1=C(C#N)C(c2sccc2C)CC(=O)N1 (stereo not drawn),i,64%*,·,·,52%*,0,6,-3%,4%,
O=c1c2c3c(sc2nc2n1CCCS2)CCCC3,i,14%,2%,-6%,13%,6,0,4%,4%,
COc1ccc(C(C)NC(=O)c2ccoc2C)cc1OC (stereo not drawn),i,-6%,11%,-2%,-5%,13,0,-3%,9%,PMK inhibit pilot replicates=0.0;Spn MK inh pilot replicates=0.0;Spn DPM-DC inh pilot screen %=1.0

# Source: PubChem BioAssay
